Vif-APOBEC3G blk: blocks the Vif interaction with human APOBEC3G; HeLa A3G-eYFP + Vif (tagged APOBEC3G with the HIV-1 protein that degrades it), YFP fluorescence, overnight; Potency, µM (highest dose often 46.1 µM), for the others: at the highest dose activity, negative = active, most hits filed as inhibitors; 410,000 tested, 0.076% active; AID 602310;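 also: % is scaled to controls: 0 for no effect and ±100 for the full control effect; nearly all actives have a fitted effect of over 60% in size; hits raise eYFP signal because A3G escapes Vif-driven loss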
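Read-out is eYFP fluorescence (Ex 488/Em 500-530) from Vif-expressing HeLa A3G-eYFP cells; more signal means A3G escaped Vif-mediated degradation. Cells plated overnight, compound pinned in, incubated overnight at 37 deg C.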
rTrxR1 inhibitor: inhibitors of rat thioredoxin reductase 1. O89049. recombinant rTrxR1, NADPH fluorescence consumption, selenite substrate. Potency, µM (top dose mostly 114 µM), for inactives: at the top dose activity change, negative = inhibition, most hits filed as inhibitors. 390,000 tested, 1% active. AID 588453; also: % is scaled to controls: 0 for no effect and ±100 for the full control effect; nearly all actives have a fitted effect of over 65% in size
Target sequence (O89049 whole entry, looked up): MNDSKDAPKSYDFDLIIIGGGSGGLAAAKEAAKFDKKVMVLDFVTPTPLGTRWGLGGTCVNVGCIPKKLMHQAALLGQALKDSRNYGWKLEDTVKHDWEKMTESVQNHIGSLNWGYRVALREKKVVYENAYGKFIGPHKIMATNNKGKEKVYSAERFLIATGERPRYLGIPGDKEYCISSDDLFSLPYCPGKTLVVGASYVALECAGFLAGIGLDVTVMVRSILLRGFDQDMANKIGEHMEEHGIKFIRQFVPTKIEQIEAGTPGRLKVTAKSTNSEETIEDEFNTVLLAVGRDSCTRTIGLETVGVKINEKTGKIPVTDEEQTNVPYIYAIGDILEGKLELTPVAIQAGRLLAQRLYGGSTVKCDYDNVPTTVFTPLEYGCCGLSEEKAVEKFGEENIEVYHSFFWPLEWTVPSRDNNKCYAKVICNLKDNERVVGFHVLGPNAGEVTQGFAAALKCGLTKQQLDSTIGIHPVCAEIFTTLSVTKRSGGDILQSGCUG
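Rat TrxR1 (90 nM in the dispensed reagent) was pre-reduced with 400 uM NADPH for 5 min at room temperature, then incubated with compound for 15 min. After 400 uM selenite was added, NADPH fluorescence (Ex 340/Em 450 nm) was followed for 8 min.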
12-LOX inh: blocks human arachidonate 12S-lipoxygenase. purified 12hLO, xylenol orange hydroperoxide absorbance. 580,000 tested, 1.1% active. Potency, µM (doses to about 108 µM), inactives show top-dose activity change, negative = inhibition, hits mostly inhibitors. AID 1671190; also: % is scaled to controls: 0 for no effect and ±100 for the full control effect
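Purified human 12hLO at 150 nM in 25 mM Hepes, 0.01% Triton X-100, pH 7.0, preincubated 15 min at room temperature with compound. Reaction started with 40 uM arachidonic acid, 30 min at room temperature. Hydroperoxide measured by Fe-xylenol orange, 573/405 nm absorbance ratio.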
RXFP1 agonist: agonists of human relaxin receptor RXFP1. Q9HBX9. AID 2676. HEK293T-RXFP1 cAMP TR-FRET, 30 min; response scale: percent of porcine relaxin response, buffer zero. Potency, µM (series often up to 57.5 µM), without a hit: top-dose activation, usual class: activators. 370,000 tested, 0.3% active; also: % is scaled to controls: 0 for no effect and ±100 for the full control effect; nearly all actives have a fitted effect of over 60% in size; many of its hits are not listed in these tables
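Agonist response is measured as cAMP accumulation in an RXFP1-transfected HEK293T line under PDE4 inhibition. Values are scaled between buffer-only and 29 nM porcine relaxin, and EC50s come from standard Hill equation fits.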
Vif-A3F inh: inhibitors of Vif-A3F interaction | AID 602313 | Potency, µM (doses to about 46.1 µM), for inactives: top-dose activity, negative = active | 390,000 tested, 0.2% active | HeLa A3F-eYFP + Vif (tagged APOBEC3F with the HIV-1 protein that degrades it), YFP fluorescence increase; also: % of control where 0% means no effect; nearly all actives have a fitted effect of over 65% in size
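Fluorescence increase (Ex 488/Em 500-530) after overnight compound treatment at 37 deg C flags inhibition of Vif-driven A3F-eYFP loss in stable HeLa A3F-eYFP/Vif cells seeded overnight beforehand.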
RGS4 inh: blocks human RGS4-accelerated GTP hydrolysis | Transcreener GDP fluorescence polarization, RGS4-accelerated GTP hydrolysis | Potency, µM (titrated, usually from 114 µM), for the others: at the highest dose activity change, negative = inhibition, hits mostly inhibitors | 390,000 tested, 0.039% active | AID 504845; also: % is scaled to controls: 0 for no effect and ±100 for the full control effect; nearly all actives have a fitted effect of over 75% in size; some results filed as inactive show a strong effect at the top dose
Target sequence (P49798 whole entry, looked up): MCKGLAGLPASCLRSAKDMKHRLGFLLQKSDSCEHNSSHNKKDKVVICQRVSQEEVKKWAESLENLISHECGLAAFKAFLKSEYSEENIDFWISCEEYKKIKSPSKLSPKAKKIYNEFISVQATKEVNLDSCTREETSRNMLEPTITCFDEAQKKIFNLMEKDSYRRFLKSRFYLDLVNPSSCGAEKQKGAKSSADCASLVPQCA
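MLSMR compounds (23 nl, pin-transferred) preincubated 10 min at room temperature with a 500nM (2x) first reagent, then RGS4 at 900nM (2x) plus Transcreener GDP mix added; fluorescence polarization (620/688 nm) read before and after 90 min at 30 °C.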
USP1 inh: inhibitors of human USP1/UAF1 deubiquitinase | O94782 | recombinant USP1/UAF1, Ub-Rhodamine cleavage fluorescence | Potency, µM (doses to about 57.1 µM), without a hit: top-dose activity change, negative = inhibition, actives largely listed as inhibitors | 390,000 tested, 0.23% active; also: % is scaled to controls: 0 for no effect and ±100 for the full control effect; nearly all actives have a fitted effect of over 60% in size; inactives centre near -12
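USP1/UAF1 complex at 1 nM was preincubated with compound for 15 min at room temperature, then Ub-Rho substrate (150nM final) was added. Fluorescence (480/540 nm) was read kinetically, 6 reads every 60 seconds.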
TrxR1 substrate: substrates of rat thioredoxin reductase 1 | O89049 | purified TrxR1 substrate turnover, NADPH consumption readout | Potency, µM (doses to about 114 µM), inactives show at the highest dose activity change, negative = substrate turnover | 390,000 tested, 0.01% active | AID 588456; also: % is scaled to controls: 0 for no effect and ±100 for the full control effect; nearly all actives have a fitted effect of over 50% in size
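Rat TrxR1, dispensed at 90 nM, was prereduced with 400 uM NADPH (final) for 5 min at ~22 deg C, then incubated with compound 15 min before 400 uM selenite. A first-read NADPH fluorescence drop versus no-compound background flagged substrates.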
mIDH1 inhibitor: blocks human mutant IDH1 R132H enzyme | O75874 | IDH1-R132H enzyme, NADPH consumption, diaphorase/resazurin fluorescence | Potency, µM (top dose mostly 76.6 µM), for inactives: at the highest dose activity change, negative = inhibition, usual class: inhibitors | 390,000 tested, 0.093% active | AID 602179; also: % is scaled to controls: 0 for no effect and ±100 for the full control effect; nearly all actives have a fitted effect of over 65% in size
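IDH1-R132H (0.5 ug/mL) preincubated 30 min with compound, then NADPH (0.016 mM) and alpha-KG (2 mM) added; 80 min at RT, pH 7.5. Remaining NADPH coupled via diaphorase/resazurin to fluorescence (540/590 nm); concentration-response curves normalized to no-enzyme control.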
Numbers without * were called inactive; ? = inconclusive; . = no result given; & = joins results of further samples; [ ] = dose if it differs, or a comment. Calls follow the shape of the dose curve; as a rule, active = well fitted curve in the direction sought with a large enough effect; inconclusive = small, poorly fitted or top-dose-only effect, or another doubt; inactive = no such curve, though single readings can be large; an effect the other way counts as inactive or inconclusive. Potency is read from the fitted curve at half-maximal effect.

The opening 2 entries, ahead of the listing:
Values run as follows: rTrxR1 inhibitor, 12-LOX inh, TrxR1 substrate, Vif-APOBEC3G blk, RXFP1 agonist, mIDH1 inhibitor, Vif-A3F inh, RGS4 inh, USP1 inh
CCCCc1nc(SCC(=O)Nc2ccc(S(N)(=O)=O)cc2)n[nH]1
 : 5%&15%[57.1 µM], 0%&-19%, -5%&2%[57.1 µM], 2%&-1%, 3.1%&0.8%, 8%&-9%, -1%&-4%, -2%&5%, -22%&-19%
O=S(=O)(c1ccc(Oc2ccc(Cl)cc2)c(S(=O)(=O)N2CCCCC2)c1)N1CCCCC1
 : 19%, -4%, 2%, 0%, 0.2%, 5%, -8%, 13%, -6%

This part in full, previewed entries included:
Values run as follows: rTrxR1 inhibitor, 12-LOX inh, TrxR1 substrate, Vif-APOBEC3G blk, RXFP1 agonist, mIDH1 inhibitor, Vif-A3F inh, RGS4 inh, USP1 inh
CCCCc1nc(SCC(=O)Nc2ccc(S(N)(=O)=O)cc2)n[nH]1
 : 5%&15%[57.1 µM], 0%&-19%, -5%&2%[57.1 µM], 2%&-1%, 3.1%&0.8%, 8%&-9%, -1%&-4%, -2%&5%, -22%&-19%
O=S(=O)(c1ccc(Oc2ccc(Cl)cc2)c(S(=O)(=O)N2CCCCC2)c1)N1CCCCC1
 : 19%, -4%, 2%, 0%, 0.2%, 5%, -8%, 13%, -6%
CNC(=S)NNC(=O)c1ccc(=O)n(Cc2ccc(Cl)cc2Cl)c1
 : -3%[57.1 µM], 7%, -2%[57.1 µM], 2%, -1.5%, 8%, 2%, -10%, -14%
Cc1ccc(SCc2cn3ccccc3n2)cc1
 : 12%, ?, -7%[57.1 µM], 0%, 3.2%, 3%, -7%, -27%, -26%
Cc1cccc(NC(=O)c2ccc(S(=O)(=O)N(C)C)cc2)c1
 : 13%, ?, 0%, 5%, -0.6%, 0%, -7%, 22%, ?
[O-][n+]1c2c(nn1-c1ccccc1)/C(=N/O)CCC2
 : -1%, 6%, -6%, -1%, 1.2%, 5%, 2%, 12%[11.4 µM], -24%
CCOc1ccc2nc(NC(=O)CS(=O)(=O)c3ccc(C)cc3)sc2c1
 : -7%, -11%, -6%, -11%, 0.0%, -5%, -12%, 9%, -3%
Cc1ccccc1S(=O)Cc1ccc(C(=O)N2CCN(C(=O)c3ccco3)CC2)o1 (stereo not drawn)
 : 1%, 12%, -4%, 0%, -0.4%, -6%, -3%, -29%[56.9 µM], -22%
COc1ccccc1CP(=O)(c1ccccc1)c1ccccc1
 : -21%, 17%, -8%, 1%, 8.6%, 1%, -3%, 1%, -2%
Cc1ccccc1CSc1nnc(-c2ccccc2)c(=O)[nH]1
 : -3%[57.1 µM], ?, -6%[57.1 µM], 2%, 25%, 13%, 1%, 6%, -14%
O=C1C=C(c2ccc(F)cc2OCc2ccccc2)C[C@@H](c2ccc3c(c2)OCO3)C1
 : 17%, ?, -1%, 3%, -1.0%, -5%, 6%, -9%, -15%
CCc1ccccc1-n1nnnc1SCC(=O)Nc1cc(C)on1
 : 5%, -21%, -9%, 1%, -6.2%, 7%, -5%, 10%, -6%
N#CC(C(=O)Nc1cccc(Cl)c1)=C1Nc2ccccc2N1
 : -2%, -8%, 1%, -7%, 3.0%, 2%, ., 21%, -20%
CCC(C)N(C(=O)COC(=O)C1C(C(=O)OC)=C(C)NC(C)=C1C(=O)OC)C1CCS(=O)(=O)C1 (stereo not drawn)
 : 5%, 2%, 9%, 1%, -0.8%, -1%, 1%, 3%, -10%
CC(C)c1cc(C(=O)N/N=C/C=C/c2ccccc2)n[nH]1
 : -7%, 8%, -3%, -5%, -3.1%, 4%, 2%, 11%[11.4 µM], -5%
COc1ccccc1CNC(=O)C1CCN(C(=O)c2sccc2-n2cccc2)CC1
 : 5%[57.1 µM], 4%&1%, -1%[57.1 µM], 1%, 0.3%&-0.9%, 0%, 1%, -12%[56.9 µM], -6%&-17%
Cc1cccc(CC2CC(=O)N(c3ccc([N+](=O)[O-])cc3)C2=O)c1 (stereo not drawn)
 : 25%, ?, 0%, 2%, 0.2%, -4%, 0%, 15%, -13%
CCc1ccc(/C=C2/SC(=S)N(CCC(=O)Nc3cccc(C(=O)O)c3)C2=O)cc1
 : 7%, 15%, 7%, -12%, -2.7%, 0%, -26%, -22%, -15%
COc1ccc(NC(=O)c2ccc3nccnc3c2)cc1
 : -14%, -1%, -5%, -5%, -0.8%, 13%, -5%, -7%, 4%
Cc1ccc(C)c(N2CCN(C(=O)NCc3noc4ccc(C)cc34)CC2)c1
 : 25%, 5%, 1%, -7%, 2.2%, -6%, 0%, 17%, ?

Next records:
Values run as follows: rTrxR1 inhibitor, 12-LOX inh, TrxR1 substrate, Vif-APOBEC3G blk, RXFP1 agonist, mIDH1 inhibitor, Vif-A3F inh, RGS4 inh, USP1 inh
CCOc1ccc(-c2nnn(CC(=O)NCc3ccc4c(c3)OCO4)n2)cc1
 : -4%, 13%, -7%, -10%, 0.8%, -2%, ., 0%, -1%
COc1ccc(CNC(=O)COC(=O)c2n[nH]c3ccccc23)cc1OC
 : 0%, -28%, 2%, 0%, 2.3%, -5%, -4%, ?, -8%
COc1ccc(S(=O)(=O)N2CC=C(c3ccccc3)CC2)cc1OC
 : ., 3%, ., 0%, ., 8%, 3%, ., -15%
Cc1ccc(S(=O)(=O)N2CCOCC2)cc1NC(=O)COC(=O)c1ccc(Br)cc1
 : 4%, -9%, -8%, 2%, ., -1%, 5%, 6%, -10%
CCOC(=O)c1cc(C)n(S(=O)(=O)c2ccc(C)cc2)c1C
 : 11%, 4%, -3%, -1%, 0.3%, 6%, -2%, 1%, -5%
CCOC(=O)Cc1csc(NS(=O)(=O)c2ccc3ccccc3c2)n1
 : 12%, 0%, 3%, -2%, 5.1%, 1%, 9%, -2%, -8%
CCOC(=O)c1c(-c2ccco2)csc1NC(=O)CSc1nnc(N)s1
 : ?, -22%, -8%, -6%, 0.0%, 8%, 2%, ?, -4%

No new results follow: an excerpt of the list.
Values run as follows: rTrxR1 inhibitor, 12-LOX inh, TrxR1 substrate, Vif-APOBEC3G blk, RXFP1 agonist, mIDH1 inhibitor, Vif-A3F inh, RGS4 inh, USP1 inh
CCc1ccccc1-n1nnnc1SCC(=O)Nc1cc(C)on1
 : 5%, -21%, -9%, 1%, -6.2%, 7%, -5%, 10%, -6%
N#CC(C(=O)Nc1cccc(Cl)c1)=C1Nc2ccccc2N1
 : -2%, -8%, 1%, -7%, 3.0%, 2%, ., 21%, -20%
CCC(C)N(C(=O)COC(=O)C1C(C(=O)OC)=C(C)NC(C)=C1C(=O)OC)C1CCS(=O)(=O)C1 (stereo not drawn)
 : 5%, 2%, 9%, 1%, -0.8%, -1%, 1%, 3%, -10%
CC(C)c1cc(C(=O)N/N=C/C=C/c2ccccc2)n[nH]1
 : -7%, 8%, -3%, -5%, -3.1%, 4%, 2%, 11%[11.4 µM], -5%
COc1ccccc1CNC(=O)C1CCN(C(=O)c2sccc2-n2cccc2)CC1
 : 5%[57.1 µM], 4%&1%, -1%[57.1 µM], 1%, 0.3%&-0.9%, 0%, 1%, -12%[56.9 µM], -6%&-17%
Cc1cccc(CC2CC(=O)N(c3ccc([N+](=O)[O-])cc3)C2=O)c1 (stereo not drawn)
 : 25%, ?, 0%, 2%, 0.2%, -4%, 0%, 15%, -13%
CCc1ccc(/C=C2/SC(=S)N(CCC(=O)Nc3cccc(C(=O)O)c3)C2=O)cc1
 : 7%, 15%, 7%, -12%, -2.7%, 0%, -26%, -22%, -15%
COc1ccc(NC(=O)c2ccc3nccnc3c2)cc1
 : -14%, -1%, -5%, -5%, -0.8%, 13%, -5%, -7%, 4%
Cc1ccc(C)c(N2CCN(C(=O)NCc3noc4ccc(C)cc34)CC2)c1
 : 25%, 5%, 1%, -7%, 2.2%, -6%, 0%, 17%, ?
CCOc1ccc(-c2nnn(CC(=O)NCc3ccc4c(c3)OCO4)n2)cc1
 : -4%, 13%, -7%, -10%, 0.8%, -2%, ., 0%, -1%
COc1ccc(CNC(=O)COC(=O)c2n[nH]c3ccccc23)cc1OC
 : 0%, -28%, 2%, 0%, 2.3%, -5%, -4%, ?, -8%
COc1ccc(S(=O)(=O)N2CC=C(c3ccccc3)CC2)cc1OC
 : ., 3%, ., 0%, ., 8%, 3%, ., -15%
Cc1ccc(S(=O)(=O)N2CCOCC2)cc1NC(=O)COC(=O)c1ccc(Br)cc1
 : 4%, -9%, -8%, 2%, ., -1%, 5%, 6%, -10%

These rows are one share of the data, so the mix of outcomes need not match the whole.
